RMI-FANCM inh: inhibitors of human RMI core complex binding to FANCM MM2; Fluorescence polarization, RMI core complex with F-MM2 peptide; hits give low values; 70,000 tested, 0.58% active; FP signal (polarization) at 33 µM; AID 1159607; in the data active = FP signal below about 40; note: inactives centre near 61; strong numbers were not always called active; unit not given here
* = called active by the depositor; & = joins results of further samples.

RMI-FANCM inh	smiles
54	COC(=O)C1CCc2ccccc2N1 (centres undefined)
64	CCn1cccc(-c2nnc(SCC(=O)Nc3cc(Cl)ccc3OC)n2C)c1=O
55	CC1(C)COc2cc(NC(=O)c3ccc(-c4ccccc4)cc3)ccc2NC1=O
52	CCOC(=O)c1cc(Sc2n[nH]c(-c3ccccc3)n2)cc(C(=O)OCC)n1
54	CCOC(=O)c1nnn2c1nc(N/N=C\c1ccc3c(c1)OCO3)c1ccccc12
73	N#Cc1ccc(CSc2cnc3ccccc3n2)cc1
46	CC(=O)Nc1cc([N+](=O)[O-])ccc1Sc1ccccc1N
55	Cc1ccc2cc(/C=N/Nc3nc4ccccc4c(=O)n3-c3ccccc3C)c(Cl)nc2c1
63	Cc1ccc(C(=O)NCCC2=CCCCC2)cc1
54	Cc1nc(NS(=O)(=O)c2ccccc2)sc1C(=O)NCc1cccs1
68	CN(C)c1ccc(CCNS(=O)(=O)Cc2ccc(Cl)cc2)cc1
51	CC1(C)C2CCC(C2)C1(C)NC(=S)NCC1CCCO1 (centres undefined)
53	O=C(NCCC1=CCCCC1)C(=O)Nc1ccc(F)cc1
55	CCOc1ccc(NC(=O)c2ccc(SCC(=O)O)c(S(=O)(=O)N3CCOCC3)c2)cc1
72	CCCCn1c(SCc2nc(-c3ccccc3)no2)nc2ccccc2c1=O
59	CCCN(CCC)S(=O)(=O)c1ccc(C(=O)Nc2nnc(-c3cccs3)o2)cc1
58	NC(=O)c1cc2cc(Br)cc(Br)c2oc1=O
69	CCOC(=O)c1csc(NC(=O)c2c(-c3ccccc3Cl)noc2C)n1
70	COc1cc(C(=O)NCCn2ncc3c(=O)n(Cc4ccccc4F)cnc32)cc(OC)c1OC
69	O=C(c1cccs1)N1CCc2ccc(NS(=O)(=O)c3cccs3)cc21
90	Cc1cc(NC(=O)C2=COCCO2)n(-c2nc3ccccc3s2)n1
63	Cc1c(C)c2c(c(C)c1O)CCC(C)(CCCC(C)CCCC(C)CCCC(C)C)O2 (centres undefined)
55	Nc1nc2c(ncn2C2C[C@H](O)[C@@H](CO)O2)c(=O)[nH]1 (some centres undefined)
131	O=C(COCC(=O)Nc1ccc(-c2nc3ccccc3o2)cc1)Nc1ccc(-c2nc3ccccc3o2)cc1

Grouped by structure, those above with an aryl thioether with sulfur outside any ring.
RMI-FANCM inh	smiles
64	CCn1cccc(-c2nnc(SCC(=O)Nc3cc(Cl)ccc3OC)n2C)c1=O
52	CCOC(=O)c1cc(Sc2n[nH]c(-c3ccccc3)n2)cc(C(=O)OCC)n1
73	N#Cc1ccc(CSc2cnc3ccccc3n2)cc1
46	CC(=O)Nc1cc([N+](=O)[O-])ccc1Sc1ccccc1N
55	CCOc1ccc(NC(=O)c2ccc(SCC(=O)O)c(S(=O)(=O)N3CCOCC3)c2)cc1
72	CCCCn1c(SCc2nc(-c3ccccc3)no2)nc2ccccc2c1=O

More records:
RMI-FANCM inh	smiles
65	O=C(Nc1ccccc1)Nc1ccc2nnsc2c1
63	COc1ccc(C(=O)NCc2nnc(SCC(=O)N3CCCC3)o2)cc1OC
57	CN(C)C(CNS(=O)(=O)Cc1ccc(Cl)cc1)c1ccsc1 (centres undefined)
61	Fc1ccc(CN(C2=NCCN2)c2c(Cl)cccc2Cl)cc1
68	O=C(CCC(=O)OCCc1ccccc1)Nc1nccs1
65	C=C(C)Cn1c(CCNC(=O)c2ccco2)nc2ccccc21
62	COc1ccc(C(=O)Cn2nc(C3CCCN(S(C)(=O)=O)C3)n(C)c2=O)cc1 (centres undefined)
70	CCOc1ccccc1NC(=O)N1CCN(c2ccc3nncn3n2)CC1
71	O=C(Nc1nnc(-c2ccc(Br)o2)o1)C12CC3CC(CC(C3)C1)C2
56	CC(C)CC(C)(SCC(=O)O)SCC(=O)O
72	COc1ccc(OCC(=O)NCC(c2ccsc2)N2CCCCCC2)cc1 (centres undefined)
70	O=C(NCCOc1ccc(F)cc1)C1c2ccccc2Oc2ccccc21
100	CCCn1c(=O)c2ccc(C(=O)NC3CCCCC3)cc2n2c(=O)n(Cc3cccc(F)c3)nc12
92	O=C(Cn1nc(-c2ccc(F)cc2)c2sc(N3CCCC3)nc2c1=O)Nc1ccc(F)cc1F
109	O=C1N=C(N2CCOCC2)S/C1=C/c1ccc2noc(-c3ccccc3)c2c1
60	COc1ccc(C(=S)N2CCN(C(=O)C(Cl)(Cl)Cl)CC2)cc1
91	COc1ccc(-c2ccc(-c3cc(-c4ccccc4)nnc3-c3ccccc3)o2)cc1
71	COc1ccccc1-c1nnc2ccc(OCCNC(=O)c3ccccc3Cl)nn12
52	O=C(O)CCC(=O)OC[C@@H](NC(=O)C(Cl)Cl)[C@H](O)c1ccc([N+](=O)[O-])cc1
67	NC(=O)CSc1ccc(NC(=O)c2ccccc2F)nn1
64	CCC(C)NC(=O)Cc1csc2nc(-c3ccc(F)cc3)cn12 (centres undefined)
58	CC(C)C(=O)Nc1nc(NC(=O)C(C)C)nc(-c2ccccc2C(F)(F)F)n1
62	Cc1cc(C)nc(NS(=O)(=O)c2ccc(N3C(=O)C4=C(SCCS4)C3=O)cc2)n1
62	Cc1c(Cl)ccc2c(=O)c(C(=O)O)c[nH]c12
71	COc1cc(/C=C/C(=O)Nc2ccc3c(c2)C(=O)N(C)C3=O)cc(OC)c1OC
85	O=C(Cn1c(=O)n(CCCCC(=O)NC2CCCC2)c(=O)c2ccccc21)Nc1ccc(Cl)cc1
57	COc1ccc(N2CCN(C(c3cccs3)C(C)NC(=O)C(C)C)CC2)cc1 (centres undefined)
66	O=C(Cc1ccncn1)c1cccc(Cl)c1
62	O=C1CCC(=O)N1c1ccc(S(=O)(=O)NCCc2cccs2)cc1
71	CNC(=O)Cc1csc(NC(=O)c2ccc(OCc3ccc4ccccc4n3)cc2)n1
79	C=CCn1c(SCC(=O)Nc2ccc3c(c2)OCO3)nc2scc(-c3cccs3)c2c1=O
57	CCOC(=O)C1C(=O)C=C(c2ccc(F)cc2)CC1c1ccc(F)cc1 (centres undefined)
172	COc1ccc(-c2ccc(/C=C(\C#N)C(N)=O)o2)cc1
72	CC(=O)c1ccc(S(=O)(=O)N2CCN(c3ccc(-c4ccco4)nn3)CC2)cc1
70	CN1CCc2cc(C(CNC(=O)Nc3cccc(Cl)c3)N(C)C)ccc21 (centres undefined)
65	CCOc1ccc(S(=O)(=O)NCCc2ccc3c(c2)CCCN3C)cc1
56	COC1(OC)C2(Cl)C(Cl)=C(Cl)C1(Cl)[C@H]1[C@@H]2[C@@H](O)C=C[C@H]1O
47	Cc1ccc(CNS(=O)(=O)c2ccccc2)n1C
61	Cc1c(C(=S)Nc2ccccc2)sc2ccccc12
66	O=S(=O)(NCCOc1ccc2nnc(-c3ccccc3)n2n1)c1cccs1
59	Nc1ccn(C2OC(COP(=O)(O)O)C(O)C2O)c(=O)n1 (centres undefined)
62	CNC(=O)c1cc(=O)c(OCc2ccc(F)cc2)cn1C
63	CNC(=O)C(=O)Nc1ccc(C)c(F)c1
81	COc1ccc(-n2ccn(CC(=O)Nc3cccc(Br)c3)c2=O)cc1
63	CS(=O)(=O)c1ccc(Nc2nc(CC(=O)NCC3CCCCC3)cs2)cc1
81	COc1ccc(S(=O)(=O)Nc2ccc(-c3cn4nc(OC)ccc4n3)cc2)cc1
63	Cc1c(C(=O)NCCCN2CCOCC2)cc(C(C)(C)C)n1-c1ccccc1
49	O=C(O)C1=C(C(=O)Nc2ccccc2)SCCS1
62	COc1ccc2oc(=O)c(S(=O)(=O)N3CCCC3)cc2c1
66	COc1ccc(OC)c(S(=O)(=O)Nc2ccc(-c3ccc4nncn4n3)cc2)c1
49	CN(C)S(=O)(=O)NCc1ccc2[nH]c3c(c2c1)CCCC3
60	Cc1[nH]c2ccccc2c1SCC(=O)NNC(=O)c1ccccc1Cl
54	CCn1cc(NC(=O)NCc2ccco2)c2ccccc21
51	CCOC(=O)CNC(=O)N1c2ccccc2Sc2ccccc21
71	O=C(NCc1nc(-c2ccc(C(F)(F)F)cc2)no1)Nc1cc(Cl)cc(Cl)c1
54	COCCCNC(=S)Nc1cc(C)ccc1NS(=O)(=O)c1ccc(C)cc1

The listing continues.
RMI-FANCM inh	smiles
80	O=C(NCC1CCN(Cc2cccs2)CC1)C(=O)Nc1cc(F)ccc1F
61	CC(C)(C)OC(=O)N1CCN(CC(N)=S)CC1
70	CC(=O)Nc1ccc(S(=O)(=O)Nc2ccc3c(c2)N(C(=O)C2CCCO2)CC3)cc1 (centres undefined)
64	CS(=O)(=O)N1CCCCC1C(=O)Nc1nnc(-c2ccc3c(c2)OCCO3)o1 (centres undefined)
81	Cc1cc(C(=O)CSc2ncnc3scc(-c4ccccc4)c23)c(C)n1-c1ccccc1F
63	Cc1cc(C(=O)Nc2ccc(CN3CCN(c4ccccn4)CC3)cc2)no1
58&54	COc1cc(=O)n(C)c2c(OCC(O)C(C)(C)O)cccc12 (centres undefined)
64	COc1ccc(OC)c(COCC(O)CN2CCc3ccccc3C2)c1 (centres undefined)
61	COc1cc2[nH]c3c(=O)n(CC(=O)N4CCN(c5cc(Cl)ccc5C)CC4)cnc3c2cc1OC
65	O=S(=O)(Nc1ccc(F)cc1)N1CCCCCC1
62	Cc1c(C(=O)NC(C)C)oc2ccccc12
51	O=C(Nc1nnc(SCc2ccc(Br)cc2)s1)C12CC3CC(CC(C3)C1)C2
74	Cc1ccccc1Cn1cnc2c(cnn2CCNC(=O)/C=C\c2ccc3c(c2)OCO3)c1=O
64	Cc1cccc(S(=O)(=O)Nc2ccc3c(c2)OCC(C)(C)C(=O)N3C)c1
72	COc1cccc(C(=O)NCC2CCN(Cc3cccs3)CC2)c1OC
53	O=c1[nH][nH]c(=O)n1CCCc1cc2cccc3ccc4cccc1c4c32
69	CCOc1ccc(-c2noc(CS(=O)(=O)c3ccc(Cl)cc3)n2)cc1
60	COc1ccc(S(=O)(=O)c2cnc(SCC(=O)Nc3cccc(C)c3)[nH]c2=O)cc1
59	COc1ccccc1-c1nc(=S)c(C(C)=O)c(C)[nH]1
60	CCOc1ccc(NC(=O)CCc2csc(NC(=O)c3ccc(=O)[nH]c3)n2)cc1
56&58	CCOc1cc(C(F)(F)F)cnc1C(=N)N
60	CC1(C)CCc2cc(/C=N\O)ccc2O1
79	O=C(NCC1CCN(C2CCCC2)CC1)C(=O)Nc1ccc(OC(F)(F)F)cc1
79	O=S(=O)(NCC1CCN(Cc2ccccc2)CC1)c1ccc(Cl)s1

The last five entries of the part before come first, to join the parts:
RMI-FANCM inh	smiles
60	CCOc1ccc(NC(=O)CCc2csc(NC(=O)c3ccc(=O)[nH]c3)n2)cc1
56&58	CCOc1cc(C(F)(F)F)cnc1C(=N)N
60	CC1(C)CCc2cc(/C=N\O)ccc2O1
79	O=C(NCC1CCN(C2CCCC2)CC1)C(=O)Nc1ccc(OC(F)(F)F)cc1
79	O=S(=O)(NCC1CCN(Cc2ccccc2)CC1)c1ccc(Cl)s1
69	COc1ccc2nc(N(CCN3CCOCC3)C(=O)c3cc(C)no3)sc2c1
53	COc1cc(/C=N\N=C2/NC(=O)CCS2)cc(OC)c1
49	COc1ccc(-c2noc(-c3cccs3)n2)cc1OC1CCCC1
57	CCn1nc(C)cc1C(=O)n1nc(C)c(Sc2ncccn2)c1C
52	CC(C)c1cc(O)c(-c2ccccc2)c(=O)n1-c1ccc(Cl)cc1
72	N#C/C(=C\c1ccccc1[N+](=O)[O-])c1nc(-c2ccc(Cl)cc2)cs1
86	Cc1cc(C)c2nc(N(Cc3ccccc3)C(=O)Cc3ccc4c(c3)OCO4)sc2c1
62	Cc1cc(=O)oc2cc(OS(=O)(=O)c3cc(C(F)(F)F)cc(C(F)(F)F)c3)c(Cl)cc12
96	O=C(CCCS(=O)(=O)c1ccccc1)Nc1nc2ccc(Br)cc2s1
54	CC(=O)N/C(=C\C=C\c1ccccc1)C(=O)O
88	COc1ccc(-c2ccc(N3CCN(C(=O)Nc4ccc(F)c(Cl)c4)CC3)nn2)cc1
56	O=C(NOc1ccc([N+](=O)[O-])cc1[N+](=O)[O-])c1cccs1
57	CCOC(=O)CSc1nc2ccccc2n1C
70	Cc1cccc(OCC(=O)NCC2CCN(Cc3ccco3)CC2)c1
64	Cn1ccnc1N1CCN(C(=O)Cc2ccc(Cl)cc2)CC1
60	O=C(C1CC1)N1CCc2ccccc21
66	C#CC(CC)(CC)N=Cc1cc(Br)ccc1OCC
76	O=C(Nc1ccc2c(c1)N(C(=O)c1cccs1)CC2)c1ccccc1F
71	COc1ccccc1OCC(O)CN(C)C1CCCCC1 (centres undefined)
55	CN(C)c1ccc(C=Nc2sc3c(c2C#N)CCCC3)cc1[N+](=O)[O-]
60	Brc1ccc(CSc2nnc3sc4ccccc4n23)cc1
63	O=C(Nc1ccc(-c2ccc(NC(=O)c3ccccc3)c(C(=O)O)c2)cc1C(=O)O)c1ccccc1
58	O=S(=O)(Nc1ccc(N2CCN(c3ccccc3F)CC2)nn1)c1ccc(Cl)cc1
59	O=C1N(C2CCCCC2)C(=NC2CCCCC2)SC12CC2
65	N#C/C(C(=O)NCc1ccco1)=C1/N=C(NC(=O)c2ccccc2)c2ccccc21
55	COc1ccc(-c2nnc(NC(=O)c3cccc(S(=O)(=O)C(C)C)c3)o2)c(OC)c1
53	COc1cccc(-c2cn3nc(-c4cccs4)sc3n2)c1
73	COc1ccccc1CCNC(=O)CC1CCCCN1S(=O)(=O)c1cccs1 (centres undefined)
52	O=C1CC2(CCN(S(=O)(=O)c3ccc([N+](=O)[O-])cc3)CC2)Oc2ccccc21
81	COc1cccc2cc(C(=O)Nc3nc4c(F)cc(F)cc4s3)oc12

Bioassay records: PubChem BioAssay, Small Molecule Screening Facility, UW Madison

Not all compounds are listed (hit frequency here may not be typical).
